# ssDAF-12 act = S. stercoralis DAF-12 activation, primary screen; HEK293 ssDAF-12/GRIP1 lit1-tk-luc reporter, luminescence; % of 3 µM dafachronic acid response; activation, % at 6.8 µM; 370,000 compounds, 1% hits;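 active = activation above the mean over all tested compounds plus 3 SD, cut at about 0.9% in these data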;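 note: 0% = DMSO-only wells and 100% = 3 µM delta7-dafachronic acid wells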
# SMARCA2 act = activators of SMARCA2 function. AID 652017. activation, % at 9.1 µM. MG213 cells, MMTV-luciferase reporter, dexamethasone, overnight. 370,000 compounds, 1% hits; in the data active = activation above about 7.8%;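 note: 0% = vehicle wells and 100% = reference activator wells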
# ADAM10 inh = inhibitors of human ADAM10 | recombinant ADAM10, EDANS/DABCYL FRET peptide cleavage, 3 h | inhibition, % at 7 µM | 370,000 compounds, 0.62% hits;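 active = inhibition above a per-campaign cutoff equal to the mean of compounds falling between control-based bounds plus 3 SD, cut at about 20% in these data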;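 note: 0% = DMSO wells while the 100% control is not disclosed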
# Target sequence (O14672 214-748 limits assumed): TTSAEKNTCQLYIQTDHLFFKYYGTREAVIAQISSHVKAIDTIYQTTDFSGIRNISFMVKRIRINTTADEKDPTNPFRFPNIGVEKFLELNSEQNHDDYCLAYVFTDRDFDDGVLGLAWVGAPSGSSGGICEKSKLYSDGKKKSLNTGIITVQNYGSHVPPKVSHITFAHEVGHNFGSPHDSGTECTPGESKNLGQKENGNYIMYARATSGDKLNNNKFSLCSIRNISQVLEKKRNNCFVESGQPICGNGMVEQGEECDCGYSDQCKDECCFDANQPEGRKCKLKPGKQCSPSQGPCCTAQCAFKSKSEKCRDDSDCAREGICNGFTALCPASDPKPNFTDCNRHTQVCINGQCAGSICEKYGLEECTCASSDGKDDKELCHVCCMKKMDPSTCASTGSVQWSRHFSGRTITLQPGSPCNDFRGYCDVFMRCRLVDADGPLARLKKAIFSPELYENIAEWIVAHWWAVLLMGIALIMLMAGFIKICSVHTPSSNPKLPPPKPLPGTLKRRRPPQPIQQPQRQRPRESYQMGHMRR
# PG9 Ab binder = PG9 antibody binding by small molecule; inhibition, % at 6.7 µM; AID 624416; TR-FRET gp120-PG9 antibody binding; 360,000 compounds, 0.43% hits; in the data active = inhibition above about 8.5%
# hcDAF12 agonist = activates DAF-12 receptor from parasite H. contortus. HEK293 hcDAF-12 lit1-tk-luc reporter, luminescence; 0% DMSO, 100% Δ7-dafachronic acid. activation, % at 6.8 µM. 370,000 compounds, 1.4% hits. AID 652067;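 active = activation above the mean of all tested compounds plus 3 SD, cut at about 5.5% in these data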;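 note: 100% = response to 3 µM Δ7-dafachronic acid high control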
# ADAM17 inh = inhibits human ADAM17; P78536; recombinant ADAM17, EDANS/DABCYL FRET peptide cleavage; inhibition, % at 6.95 µM; 370,000 compounds, 0.83% hits;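 active = inhibition above the mean of compounds lying between control limits plus 3 SD, set per campaign, cut at about 8.5% in these data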;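 note: 0% = DMSO-only wells as the low control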
# Target sequence (P78536 215-824 limits assumed): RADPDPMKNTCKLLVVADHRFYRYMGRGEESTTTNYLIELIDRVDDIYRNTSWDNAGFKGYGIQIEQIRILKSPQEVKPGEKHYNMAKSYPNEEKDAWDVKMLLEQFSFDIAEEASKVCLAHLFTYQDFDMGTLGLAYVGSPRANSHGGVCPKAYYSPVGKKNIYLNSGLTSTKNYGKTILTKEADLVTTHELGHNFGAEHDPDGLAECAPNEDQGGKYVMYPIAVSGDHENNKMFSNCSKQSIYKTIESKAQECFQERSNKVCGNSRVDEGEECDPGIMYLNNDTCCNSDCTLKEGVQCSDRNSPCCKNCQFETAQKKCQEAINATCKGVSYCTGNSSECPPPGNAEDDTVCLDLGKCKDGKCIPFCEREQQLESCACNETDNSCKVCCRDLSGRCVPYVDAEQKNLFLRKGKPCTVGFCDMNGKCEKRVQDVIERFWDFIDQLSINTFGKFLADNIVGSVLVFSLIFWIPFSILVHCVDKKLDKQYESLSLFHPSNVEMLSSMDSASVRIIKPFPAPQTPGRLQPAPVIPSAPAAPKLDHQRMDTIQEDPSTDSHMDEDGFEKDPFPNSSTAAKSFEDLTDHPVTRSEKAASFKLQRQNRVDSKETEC
# hgDAF12 agonist = hgDAF-12 agonism, primary luciferase screen. HEK293 GAL4-hgDAF12 UAS-luciferase reporter, agonist luminescence; normalized to butyrate control. activation, % at 6.8 µM. AID 687014. 370,000 compounds, 1.8% hits;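 active = activation above a cutoff set at the mean of all screened compounds plus 3 SD, cut at about 10% in these data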;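 note: 0% = DMSO wells and 100% = sodium butyrate wells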
# DAX1 inh-1 = inhibits human nuclear receptor DAX1. P51843. inhibition, % at 6.75 µM. 340,000 compounds, 0.99% hits. AID 504766. HEK293 Gal4-DAX1 luciferase reporter, luminescence;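 active = inhibition above the mean over all tested compounds plus 3 SD, cut at about 4.2% in these data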;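 note: 0% = DAX1-transfected cells with DMSO and 100% = empty-vector control cells with DMSO; inhibition shows as a rise in luminescence from relieved DAX1 repression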
# FXN GAA850 act = frataxin GAA850 promoter activation; HEK293 lucGAA850 FXN promoter luciferase reporter, 24 h; percent of 10 µM SAHA response; activation, % at 6 µM; AID 540364; 360,000 compounds, 0.56% hits;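 active = activation above the average of all compounds screened plus 3 SD, cutoff fixed separately per campaign, cut at about 7.5% in these data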;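 note: 0% = DMSO wells and 100% = 10 µM SAHA wells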
# DAX1 inh-2 = inhibitors of DAX1 repression of SF-1 activated StAR promoter; AID 652010; HEK293T StAR-luciferase reporter, SF-1/DAX-1 repression relief; 370,000 compounds, 1.1% hits; inhibition, % at 6.8 µM;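 active = inhibition above the mean over all tested compounds plus 3 SD, cut at about 3.6% in these data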;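 note: 0% = DAX-1 cells with DMSO and 100% = cells lacking DAX-1 with DMSO; higher inhibition means more luminescence from relief of DAX-1 repression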
# GC-A act = GC-A (human) enzyme activation; HEK293 GC-A cells, cGMP TR-FRET, EC30 ANP; 0% at EC30 ANP, 100% saturating ANP; activation, % at 10 µM; 370,000 compounds, 0.14% hits; AID 1671463; in the data active = activation above about 40%
# The depositor's hits bear a star; i = inactive; / = no result given. An unsorted share of the library; about 6.8% have a hit in one of these screens.
SMILES,ssDAF-12 act,SMARCA2 act,ADAM10 inh,PG9 Ab binder,hcDAF12 agonist,ADAM17 inh,hgDAF12 agonist,DAX1 inh-1,FXN GAA850 act,DAX1 inh-2,GC-A act
COc1ccc(Br)c(C(=O)NNC(=O)c2ccc(NS(=O)(=O)c3cccs3)cc2)c1,-1.1,3,6,-3.2,0.8,-2,2.2,0.9,1.5,1.6,1
O=C(COC(=O)c1ccc(F)c(S(=O)(=O)N2CCOCC2)c1)c1ccc(Br)cc1,-1.1,-2,3,0.5,-0.2,-7,-0.6,-1.3,1.0,0.1,0
CCn1ncc(Br)c1C(=O)Nc1ccccc1C(=O)OC,-1.2,0,2,0.6,-0.6,0,-0.6,-0.1,1.1,-0.2,-11
O=C(Cc1ccc(S(=O)(=O)N2CCOCC2)s1)OCc1ccc(Cl)cc1,-1.2,-1,-3,0.0,0.6,1,0.1,0.4,0.6,0.5,0
COc1ccccc1[C@]1(C)ON(c2ccccc2C(F)(F)F)C1=O,-1.3,-1,-8,-0.4,-2.1,-5,-1.9,-1.8,-3.2,-0.6,-4
O=C(N/N=C/c1ccc([N+](=O)[O-])o1)C(=O)Nc1ccc(C(=O)O)cc1,-1.8,-3,1,-0.6,-0.2,0,-1.4,-0.2,2.7,0.1,-3
CCN1CCN(CC(=O)Nc2ccc(N(C)C)cc2)CC1,-0.5,2,2,-2.0,-1.6,0,-0.2,-0.1,0.7,0.5,-2
Cc1ccnc(NCn2nnc3ccccc32)c1,-1.4,-3,1,0.5,-0.2,-3,-1.9,1.3,-0.3,-0.5,-5
CCc1nc2c(OCc3ccc(F)cc3)cccn2c1N(C)C(=O)CC(C)C,-1.9,-1,-6,0.2,-0.5,-4,-2.9,/,-0.2,-1.1,-2
CCCCCCCN(C(=O)CCl)c1ccccc1C,-1.8,-1,-4,0.3,-0.7,-1,3.8,1.1,-9.6,-1.4,1
CCN(CC(=O)N1CCCCCC1)S(=O)(=O)c1ccc(C)cc1,-1.7,3,5,-2.4,-0.8,-4,-0.5,0.8,1.7,0.5,-2
CCOC(=O)C(=O)Nc1ncc(Cl)s1,-0.8,-3,-5,-0.9,0.0,-3,-0.8,2.2,-1.2,0.2,1
COc1ccccc1NC(=O)c1ccc(CSc2ccccc2)o1,-0.8,0,4,-0.5,0.4,2,1.2,0.1,1.3,0.9,0
COC(=O)c1[nH]c2ccccc2c1NS(=O)(=O)c1ccc(OC)cc1OC,-0.2,-1,-1,0.6,3.7,0,-0.9,0.7,-0.5,0.1,-11
COc1ccc(C(=O)N/C(=C\c2ccccc2)C(=O)NCc2cccnc2)cc1,-0.8,-3,-1,2.3,-0.5,-4,0.4,-1.0,0.9,-0.4,0

# Reformatted bar-delimited: part of the list above
Structure | ssDAF-12 act | SMARCA2 act | ADAM10 inh | PG9 Ab binder | hcDAF12 agonist | ADAM17 inh | hgDAF12 agonist | DAX1 inh-1 | FXN GAA850 act | DAX1 inh-2 | GC-A act
CCCCCCCN(C(=O)CCl)c1ccccc1C | -1.8 | -1 | -4 | 0.3 | -0.7 | -1 | 3.8 | 1.1 | -9.6 | -1.4 | 1
CCN(CC(=O)N1CCCCCC1)S(=O)(=O)c1ccc(C)cc1 | -1.7 | 3 | 5 | -2.4 | -0.8 | -4 | -0.5 | 0.8 | 1.7 | 0.5 | -2

# More records follow:
SMILES,ssDAF-12 act,SMARCA2 act,ADAM10 inh,PG9 Ab binder,hcDAF12 agonist,ADAM17 inh,hgDAF12 agonist,DAX1 inh-1,FXN GAA850 act,DAX1 inh-2,GC-A act
COc1ccc([C@H]2C[C@H](O)[C@@H](n3cc(COC(=O)c4ccccc4)nn3)CN2Cc2cccs2)cc1,-0.8,-4,7,0.1,-0.9,9.3*,-1.2,-0.5,-1.5,-0.7,0
O=C(O)c1ccc(-n2c(/C=C/c3ccccc3)nc3ccccc3c2=O)cc1,-1.1,0,-2,-1.7,-0.9,-4,3.2,-1.4,-1.2,-0.1,-1
Cc1ccc(N(C(=O)c2csnn2)C(C(=O)NC2CCCCC2)c2ccccn2)cc1 (centres undefined),-1.5,-2,5,-1.7,-2.0,-2,0.3,1.2,-1.6,-0.3,-6
Cc1cc(NCc2ccco2)nc2cc(O)ccc12,-1.6,-2,i,1.6,0.6,i,1.8,0.5,-0.1,-0.5,1
O[C@@H]1CN(Cc2cccs2)[C@@H](c2ccc(Cl)cc2)C[C@H]1n1cc(C2CC2)nn1,-1.5,0,8,0.2,0.3,5,-0.7,0.7,1.9,-0.7,-12
CC(C(=O)Nc1ccccc1C(F)(F)F)N1CCN(C)CC1 (centres undefined),-1.7,-1,0,-1.4,1.1,-4,0.0,1.6,1.2,0.2,-2
CCN(CC)C(=O)c1ccc(/C=C/c2c[nH]c3ccccc23)[n+](C)c1,1.6*,3,9,-12,1.8,4,1.7,0.1,-0.7,0.6,-13
NC(=O)C1(N2CCCCC2)CCN(c2nc(-c3ccc(Br)cc3)cs2)CC1,-0.7,1,0,-1.7,-0.8,-2,0.4,-0.4,2.6,0.8,0
O=C(CSc1nnc(CNc2cccc(Cl)c2)o1)OC1CCCCC1,-0.9,-2,1,-0.1,-1.6,0,-2.3,-1.3,-2.8,0.1,20
COc1ccc(CCNC(=O)CSc2nc3[nH]ncc3c(=O)n2-c2ccccc2Br)cc1OC,-0.6,-4,2,0.2,0.2,1,2.2,2.0,-3.3,-0.9,0
CCOC(=O)c1c(-c2ccc(OC)cc2)csc1/N=C/C1C(=O)CCCC1=O,-1.3,1,3,0.8,-1.1,1,-2.4,-0.2,1.5,0.5,6
CN(C)S(=O)(=O)c1ccc(C(=O)Nc2nnc(SCC(=O)NCC3CCCO3)s2)cc1 (centres undefined),-0.4,5,8,0.0,0.9,-2,3.9,-0.1,1.3,1.7,-2
CCN(CC(=O)Nc1ccccc1OC)C(=O)Cn1cnc2ccccc2c1=O,-0.8,0,11,-1.8,-0.5,5,-0.6,-0.6,1.6,-0.5,1
O=C(CSc1ccc2nnc(-c3cccnc3)n2n1)Nc1cccc(F)c1,-0.8,-2,-13,-2.3,-1.1,-1,-1.9,-0.5,2.5,1.6,-6
COc1ccccc1CC(=O)Nc1cc(Cl)ccc1O,-1.5,-3,3,0.0,4.3,2,-1.3,-1.3,0.3,-0.4,-2
CC(C)N(C(=O)[C@H]1C[C@H](CC(=O)NCC23CC4CC(CC(C4)C2)C3)C(=O)N2CCc3c([nH]c4cc(CCC(=O)N(C)C)ccc34)[C@]12C)C(C)C,-0.9,-5,-19,-0.6,-0.7,-3,-1.7,-1.7,-2.1,1.4,-2
N#Cc1cc2c(nc1SCC(=O)Nc1nccs1)CCCCC2,1.0*,2,-103,37*,11*,-39,21*,2.2,0.4,7.7*,10
COc1ccc2cc(C(=O)COC(=O)COc3ccc4c(C)cc(=O)oc4c3)ccc2c1,-1.2,0,-100,0.6,0.2,-29,-1.4,-0.3,2.7,0.6,21
CCCCNC(=O)COC(=O)c1ccc(N(C)C)cc1,0.1,-1,2,-2.6,1.5,0,-0.6,3.4,-1.7,0.9,-2
CC(C)N=C(NS(=O)(=O)c1ccc(Br)cc1)c1ccc(Cl)cc1,-1.9,-1,0,0.4,0.2,-17,-3.9,1.3,3.2,-0.2,-20
CCOC(=O)C(C)Sc1nnc(-c2ccccc2O)n1-c1ccc(C)cc1 (centres undefined),-0.7,-3,2,1.9,-2.0,3,-0.4,0.7,-1.2,-0.5,-4
Cc1cn([C@H]2C[C@H](O)[C@@H](/C=C/C(=O)NCCCc3ccccc3)O2)c(=O)[nH]c1=O,-1.4,-5,-14,-1.1,-1.4,-5,-0.4,/,/,-0.3,-1
CC(C)n1c(=O)n(CC(=O)NCC2CCCO2)c(=O)c2c3c(sc21)COC(C)(C)C3 (centres undefined),-0.9,1,-5,1.4,1.4,0,3.5,-0.5,0.8,0.3,1
CCOc1c(C)cnc2c1c(=O)n(Cc1cccc(Cl)c1)c(=O)n2C,-1.2,0,2,0.8,0.4,-1,0.3,0.3,0.0,0.7,4
Cc1ccc(N(C)C(=O)CN(C)S(=O)(=O)c2ccc3c(c2)n(C)c(=O)c(=O)n3C)cc1,-1.0,0,-21,-1.0,-0.7,-11,1.0,0.1,1.3,-0.2,1
Cc1c(C(=O)NCc2cccc([N+](=O)[O-])c2)sc(=O)n1Cc1ccc(C(C)C)cc1,-1.6,-1,14,-0.6,0.2,7,-3.5,/,3.0,-1.1,-1
O=C1Nc2ccc([N+](=O)[O-])cc2C1(O)N1CCCCC1 (centres undefined),-1.2,1,-1,2.0,1.2,-1,1.3,-1.6,1.9,-0.3,4
CCOc1ccc(C(=O)C(C)OC(=O)C2CCN(c3ccc(C(F)(F)F)cn3)CC2)cc1 (centres undefined),-1.2,-4,10,-2.4,2.2,5,-0.1,-0.3,0.2,-1.7,1
O=C(O)CCCCCNc1ncnc2ccc(Br)cc12,0.6,-2,0,18*,4.3,-2,5.1,-0.3,-0.3,-0.4,10
CN1/C(=C\C(=O)CSc2nnc(N)s2)C(C)(C)c2ccccc21,-2.0,-1,-13,1.3,2.9,-9,-3.8,-1.4,2.1,-0.8,-2
Cc1ccc(CS(=O)Cc2ccc(C(=O)N3CCN(c4ccc(F)cc4)CC3)o2)cc1 (centres undefined),-1.1,-5,11,-0.5,-1.7,5,-1.5,0.0,-1.5,-3.3,-5
CCOC(=O)C1CCN(c2c(N3CCN(c4ccccc4OC)CC3)c(=O)c2=O)CC1,-0.5,-3,-9,0.4,-0.4,-1,0.1,-0.4,-1.2,-0.4,-3
O=C(/C=C/Nc1ccc(F)c(F)c1)c1ccc(Br)cc1,-0.5,3,-6,-2.9,5.2,-3,12*,0.7,4.8,3.0,4
COCc1cc(=O)[nH]c(Cc2c(Cl)cccc2Cl)n1,-1.4,-1,0,-0.1,3.6,-4,-0.9,0.2,1.2,-0.6,2
C[C@H](CO)N1C[C@H](C)[C@H](CN(C)C(=O)Nc2cccc(Oc3ccccn3)c2)OCc2cnnn2CCCC1=O,-1.1,-1,-3,-0.2,-1.9,-2,-2.0,0.7,-1.2,0.6,2
C/C(=N\NC(=O)c1ccc(NS(=O)(=O)c2cccs2)cc1)c1ccc(C(C)(C)C)cc1,0.5,0,9,-4.7,1.0,4,3.0,0.6,3.8,0.8,-4
COc1ccc(-c2ccc(-c3noc(-c4ccccc4)n3)c(OC)n2)cc1,-1.8,12*,-214,-1.9,-1.4,-65,-0.3,0.1,-0.8,-0.2,2
CC[C@@H](C)[C@H](CNC)NC[C@@H](Cc1cccc2ccccc12)NCCc1cccc(C(F)(F)F)c1,-1.1,1,2,0.3,0.2,0,0.5,1.0,0.7,0.2,4
Cc1ccccc1Cn1c(=N)n(CC(=O)c2ccco2)c2ccccc21,-0.9,0,-7,-1.2,-1.7,-5,-1.5,1.5,-6.6,0.3,5
O=C(NCCCN1CCCC1=O)c1ccc(S(=O)(=O)Nc2ccccc2F)cc1,-1.4,-3,-12,-1.0,0.5,-2,-0.5,-0.8,0.4,0.8,0
C[C@H](NC(=O)c1nc[nH]c1C(=O)N[C@@H](Cc1ccccc1)C(=O)OC(C)(C)C)C(=O)OCc1ccccc1,-1.3,0,25*,-1.5,-1.4,10*,2.6,1.5,2.2,-0.5,0
C/C(=N\Nc1ccc(S(N)(=O)=O)cc1[N+](=O)[O-])c1cccnc1,-0.8,-1,1,4.7,-0.8,1,1.9,0.1,6.2,-0.4,0
